SRC1 TRFRET art – TR-FRET detection interference compounds, primary screen, artefact control for PPARgamma SRC-1 recruitment agonists, biochemical, TR-FRET emission ratio. TR-FRET ratio at 8 µM. TR-FRET detection artefact counter-screen; active compounds read high. 99,000 tested, 0.34% active; in the data active = TR-FRET ratio above about 2300; also: inactives centre near 1800
SRC3 TRFRET art – TR-FRET detection interference compounds, artefact control for PPARgamma SRC-3 recruitment agonists, biochemical, TR-FRET ratio; TR-FRET artefact counter-screen, PPARgamma/SRC-3 format; active compounds read high; TR-FRET ratio at 8 µM; 99,000 tested, 0.39% active; AID 1048, 2008; in the data active = TR-FRET ratio above about 2000; also: inactives centre near 1600
Starred values were filed as active, the others as inactive; & = joins results of further samples. This is a subset; rates above refer to the full screens.

SMILES	SRC1 TRFRET art	SRC3 TRFRET art
O=C1NC(=O)N(c2ccc3c(c2)OCO3)C(=O)/C1=C\c1ccc(N2CCCCC2)o1	1894	1397
CN1C(=O)C(=Cc2ccccc2OCCOc2ccc([N+](=O)[O-])cc2)C(=O)N(C)C1=O	1872	1572
Cc1ccc(-n2nc(C)c3c2NC(=O)CSC3c2ccc3c(c2)OCO3)cc1 (stereo not drawn)	1672	1446
COc1ccc(OCC(=O)N2CCN(C3CCC(c4ccccc4)CC3)CC2)cc1 (stereo not drawn)	1900	1748
COc1ccc(C(=O)C2CCCN(Cc3ccccn3)C2)c(OC)c1 (stereo not drawn)	1779	1674
O=C(c1ccc2c3c(cccc13)CC2)C1CCCN(Cc2ncc[nH]2)C1 (stereo not drawn)	1779	1548
COc1ccccc1-n1c(Cc2ccccc2)nc2ccccc2c1=O	1770	1423
CN(C)C(Cc1ccccc1)C(=O)c1ccccc1 (stereo not drawn)	1766	1481
CC(C)(C)C(=O)Cn1c(NCCCl)nc2ccccc21	1698	1416
Cc1ccc(C(=O)O)cc1N=Nc1c(O)[nH]c(=O)[nH]c1=O	1958	1526

The list continues.
SMILES	SRC1 TRFRET art	SRC3 TRFRET art
CCCCn1c(NC(=O)c2ccc(Br)o2)c(C(=O)OCC)c2nc3ccccc3nc21	1720	1527
COc1cccc(N2C(=O)NC(=O)/C(=C/c3ccc4c(c3)Cc3ccccc3-4)C2=O)c1	1830	1686
O=c1[nH]c(=S)n(-c2ccccc2F)c(O)c1C=NCc1ccco1	1807	1571
CCOc1ccc2oc(C(=O)NN3C(C)CCCC3C)c(C)c2c1 (stereo not drawn)	1581	1594
C[N+]1(C)[C@@H]2CC(OC(=O)[C@H](CO)c3ccccc3)C[C@H]1[C@@H]1O[C@@H]12 (stereo partly drawn)	1885&1727	1626&1415
N#CCP(=S)(c1ccccc1)c1ccccc1	1766	1548
Oc1ccc2c3c1OC1C(O)CC[C@@]4(O)[C@@H](C2)N(CC2CCC2)CC[C@]314 (stereo partly drawn)	1765	1643
O=c1[nH]c(=S)n(-c2ccc(Cl)cc2)c(O)c1C=Nc1ccc(N2CCOCC2)cc1	1977	1677
O=C1NC(=O)C(CCc2ccccn2)(Cc2cccc(Cl)c2Cl)C(=O)N1c1ccc(Br)cc1 (stereo not drawn)	1831	1596
O=[N+]([O-])c1ccc(N2CCNCC2)cc1NCc1ccco1	1925	1322

More results follow:
SMILES	SRC1 TRFRET art	SRC3 TRFRET art
CCN1CCN(c2cc(N3CCCC3)c([N+](=O)[O-])cc2F)CC1	1671	1563
S=P(Nn1cnnc1)(c1ccccc1)c1ccccc1	1882	1490
C=CCn1c(O)c(/C=N/NC(=O)CCCC)c(=O)[nH]c1=S	2254	1738
C=C(c1ccccc1)P(=O)(O)O	1753	1777
Cc1cccc(-n2c(O)c(/C=N/Nc3nc4c(c(=O)n(C)c(=O)n4C)n3C)c(=O)[nH]c2=S)c1	1890	1580
C=CCN1C(=O)/C(=C/c2ccc3c(c2)CCCN3CCC)C(=O)NC1=S	1814	1563
O=C(c1cccc(Cl)c1)C1CCCN(Cc2cccc3cnccc23)C1 (stereo not drawn)	1798	1701
CCN(CC)C(=O)c1ccc(NC(=O)COc2ccccc2F)cc1	2134	1597
Cc1cc(C=O)c(C)n1C1CC1	1705	1595
Cc1cccc(OP(=O)(Nc2cccnc2)Oc2cccc(C)c2)c1	1801	1394

The listing continues:
SMILES	SRC1 TRFRET art	SRC3 TRFRET art
CCOC(=O)C1(CCc2ccccc2)CCN(C2CCSCC2)CC1	1766	1581
O[C@@H]1CCCC[C@H]1N1CCC(c2ccccc2)CC1	1778	1444
CC(=NCCC(c1ccccc1)c1ccccc1)c1c(O)n(C)c(=O)n(C)c1=O	1661	1403
O=c1[nH]c(=S)n(C2CC2)c(O)c1/C=N/Nc1cccc2ccccc12	1441	1356
CC(C)C[C@H]1C(=O)N2CCCC2[C@]2(O)O[C@](NC(=O)[C@@H]3C=C4c5cccc6[nH]cc(c56)CC4N(C)C3)(C(C)C)C(=O)N12 (stereo partly drawn)	1565	1563
CCOP(=O)(OCC)C(O)c1cccc([N+](=O)[O-])c1 (stereo not drawn)	1539	1505
C=CCN1C(=O)/C(=C/c2cc(C)n(-c3cccnc3)c2C)C(=O)NC1=S	1843	1659
C[C@]12CCC(=O)C[C@@H]1CC[C@@H]1[C@@H]2CC[C@@]2(C)[C@H]1CC[C@]2(C)O	1644	1348
O=C(CCNS(=O)(=O)c1ccccc1)Nc1ccc(Cl)cc1C(=O)c1ccccc1	1774	1448
COc1ccc(CN2C(=O)NC(=O)/C(=C\c3cc(OC)c(OC)c(OC)c3)C2=O)cc1	1788	1761

(listing goes on)
SMILES	SRC1 TRFRET art	SRC3 TRFRET art
CCOC(=O)C(NC(=O)C(Cc1ccc(N(CCCl)CCCl)cc1)NC(C)=O)C(C)C (stereo not drawn)	1904	1502
C=CCn1c(=O)c(C=Nc2cccnc2Cl)c(O)n(CCCC)c1=O	1860	1631
O=C1NC(=O)C(=Cc2ccc(N3CCOCC3)cc2)C(=O)N1	1823	1602
O=C(c1ccc2c(c1)OCO2)C1CCCN(Cc2ccccn2)C1 (stereo not drawn)	1946	1500
O=C(Cn1nc(-c2ccccc2)ccc1=O)N1CCC2(CC1)OCCO2	1775	1458
O=C1/C(=C\c2cc3c(cc2Br)OCO3)N2CCC1CC2	1582	1537
CCn1ccnc1CN1CCCC(C(=O)c2cccc(C(F)(F)F)c2)C1 (stereo not drawn)	1741	1534
COc1ccc(OC)c(NC2=NCCS2)c1	1843	1657
Cc1ccccc1OP(N)(=O)Oc1ccccc1C	1754	1551
COc1ccccc1-n1c(CNCC2CCCO2)nc2ccccc2c1=O (stereo not drawn)	1682	1520

Not a retest: 2 of the compounds above.
SMILES	SRC1 TRFRET art	SRC3 TRFRET art
CCOC(=O)C(NC(=O)C(Cc1ccc(N(CCCl)CCCl)cc1)NC(C)=O)C(C)C (stereo not drawn)	1904	1502
C=CCn1c(=O)c(C=Nc2cccnc2Cl)c(O)n(CCCC)c1=O	1860	1631

The results go on.
SMILES	SRC1 TRFRET art	SRC3 TRFRET art
CC1CN=C(NCCc2ccccc2)S1 (stereo not drawn)	1934	1622
Cc1c(C=O)c2ccccc2n1Cc1ccc([N+](=O)[O-])cc1	1560	1692
O=C(NC(=C(Cl)Cl)P(=O)(c1ccccc1)c1ccccc1)c1ccccc1	1808	1550
CCOC(=O)c1c(/N=C/c2c(O)n(-c3cccc(C)c3)c(=O)[nH]c2=O)sc2c1CCCC2	1575	1505
COc1ccc(C(=O)C2CCCN(Cc3ccc(C)s3)C2)c(OC)c1 (stereo not drawn)	1778	1514
Cc1cc(/C=C2\C(=O)NC(=S)N(C)C2=O)c(C)n1C1CCCCC1	1702	1708
CCc1nnc(NS(=O)(=O)c2ccc(N=Cc3c(O)n(-c4ccc(Cl)cc4)c(=O)[nH]c3=O)cc2)s1	1897	1424
CCc1ccc(CN2CCN(Cc3cc(Br)ccc3O)CC2)cc1	1947	1377
CC(C)N1CCN(Cc2cccc3c2OCO3)CC1CCO (stereo not drawn)	1937	1438
O=C1CN=C(c2ccc(F)cc2)c2oc3ccccc3c2N1	1832	1557

(more compounds)
SMILES	SRC1 TRFRET art	SRC3 TRFRET art
O=[N+]([O-])c1cc(F)c(N2CCCCCC2)cc1N1CCNCC1	1684	1588
O=C(CN1CCCCC1)c1ccccc1Cl	1705	1601
CC(=O)OC1(c2ccccc2)CC(C(C)(C)C)CN(C(C)(C)C)C1 (stereo not drawn)	1759	1661
Clc1cccc(N2CCNCC2)n1	1679	1553
CCC(=O)OC1(c2ccccc2)CCN(C)CC1C (stereo not drawn)	1806	1454
COc1ccc(N2C(=O)/C(=C/c3cc(C)n(-c4ccc(C)cn4)c3C)C(=O)NC2=S)c(OC)c1	1798	1317
N#CC(C#N)=Cc1ccc(-c2ccccc2F)o1	1667	1213
O=c1c2ccccc2nc(CNCc2ccco2)n1-c1ccc(F)cc1	1557	1443
O=[N+]([O-])c1ccc(NCCO)c2ncccc12	1715	1564
CCCC(C)(COC(N)=O)COC(=O)NC(C)C (stereo not drawn)	1706	1626

Compounds shown so far containing fluorine, in the order listed:
SMILES	SRC1 TRFRET art	SRC3 TRFRET art
O=c1[nH]c(=S)n(-c2ccccc2F)c(O)c1C=NCc1ccco1	1807	1571
CCN1CCN(c2cc(N3CCCC3)c([N+](=O)[O-])cc2F)CC1	1671	1563
CCN(CC)C(=O)c1ccc(NC(=O)COc2ccccc2F)cc1	2134	1597
CCn1ccnc1CN1CCCC(C(=O)c2cccc(C(F)(F)F)c2)C1 (stereo not drawn)	1741	1534
O=C1CN=C(c2ccc(F)cc2)c2oc3ccccc3c2N1	1832	1557
O=[N+]([O-])c1cc(F)c(N2CCCCCC2)cc1N1CCNCC1	1684	1588
N#CC(C#N)=Cc1ccc(-c2ccccc2F)o1	1667	1213
O=c1c2ccccc2nc(CNCc2ccco2)n1-c1ccc(F)cc1	1557	1443

The results go on.
SMILES	SRC1 TRFRET art	SRC3 TRFRET art
COc1cc(OC)cc(C(=O)Nc2ccc(Br)cc2C(=O)c2ccccc2)c1	1630	1555
C#CCOc1cc(C2C3=C(COC3=O)Nc3cc4c(cc32)OCO4)ccc1OC (stereo not drawn)	1972	1743
O=C(O)CCn1cc(C=C2C(=O)NC(=O)NC2=O)c(-c2cc3ccccc3oc2=O)n1	1805	1576
CC(C)(C)c1cc([N+](=O)[O-])cc(C(C)(C)C)c1O	1808	1632
O=c1c2ccccc2nc(-c2ccccc2)n1-c1cccc(O)c1	1905	1584
Cc1cc(=O)[nH]c(SCc2nc3ccccc3c(=O)n2-c2ccccc2C)n1	1658	1564
Cc1c(C(=O)N2CCC3(CC2)OCCO3)oc2ccc(S(=O)(=O)N3CCCCC3)cc12	1853	1663
NP(=O)(OCC(F)(F)F)Oc1cccc2ccccc12 (stereo not drawn)	1633	1658
CN(C)[C@@H]1C(=O)C(C(N)=O)=C(O)[C@@]2(O)C(=O)C3=C(O)c4c(O)cccc4[C@@](C)(O)[C@H]3[C@H](O)[C@@H]12	1663	1480
O=c1[nH]c(=O)n(C2CCCCC2)c(O)c1C1NCCc2ccccc21 (stereo not drawn)	1816	1345

The list goes on.
SMILES	SRC1 TRFRET art	SRC3 TRFRET art
C=C(CC1CC(O)[C@]2(C)OC3CC4OC5C[C@]6(C)O[C@]7(C)CCC8OC9C[C@]%10(C)OC%11C(C)=CC(=O)OC%11CC%10OC9C[C@@H](C)C8OC7CC6O[C@]5(C)C/C=C\C4OC3CC2O1)C(=O)O (stereo partly drawn)	1605	1429
Cc1cccc(NC(=O)C(C)N2CC=C(c3ccccc3)CC2)c1 (stereo not drawn)	1866	1713
O=C(c1cn(Cc2ccccc2)c2ccccc12)N1CCCCC1	1745	1546
COc1ccc(OC)c(C(O)C(C)N)c1 (stereo not drawn)	2008	1758
O=[N+]([O-])c1cccc(CN2CCN(Cc3ccc(Br)cc3)CC2)c1	1867	1586
CC(=O)Nc1ccccc1C(=O)OCc1ccc(F)cc1	1713	1449
Cc1ccccc1-n1c(O)c(/C=N/c2nccs2)c(=O)[nH]c1=O	1924&1493	1671&1680
COc1ccc2nc(NC3=NCCN3)sc2c1	1734	1538
CC(=O)c1cn(Cc2ccccc2C#N)c2ccccc12	1514	1292
Cc1ccsc1C(=O)C1CCCN(Cc2c(C)nn(C(C)C)c2C)C1 (stereo not drawn)	1736	1472

Going on with the list:
SMILES	SRC1 TRFRET art	SRC3 TRFRET art
O=C(CCn1nc(-c2ccc(Cl)cc2)ccc1=O)N1CCC2(CC1)OCCO2	1833	1680
CC(=O)N(C1=NCCCS1)c1ccc(Cl)cc1	1892	1508
O=c1[nH]c(=O)n(-c2ccccc2)c(O)c1N=Nc1ccc(Br)cc1	2010	1710
COC(=O)CSC1=NN1c1cc(C)nc(N)n1	1850	1523
Cc1cccc(CNCCc2ccccc2)n1	1773	1586
CN(C(=O)Oc1ccc(C(=O)c2ccc(Cl)cc2)cc1)c1ccccc1	1861	1631
O=C1Nc2ccc(Br)cc2C(c2ccccc2Cl)=NC1O (stereo not drawn)	1796	1587
Cc1ccc(C(C)C)c(OCC#CCN2CCCC2)c1	1900	1618
c1ccc2c(N3CCNCC3)nsc2c1	1806	1649
O=c1[nH]c(=S)[nH]c(O)c1CN1CCCCC1	1978	1648

Additional records follow:
SMILES	SRC1 TRFRET art	SRC3 TRFRET art
Cc1cccc(CS(=O)(=O)Cc2ccc(C(=O)N3CCC4(CC3)OCCO4)o2)c1	1812	1786
CC(=O)c1cc(C#N)c(N2CCN(C)CC2)nc1C	1657	1395
O=C(COC(=O)Cc1ccccc1)Nc1cccnc1Cl	1788	1514
O=C1C2CCCC1C(N1CCCC1)CC2 (stereo not drawn)	1759	1578
CC1=C(C(=O)O)N2C(=O)C(NC(=O)CCCC(=O)O)C2SC1 (stereo not drawn)	1786	1260
CN(C(=O)Oc1ccc(C(C)(C)C)cc1)c1ccccc1	2039	1676
COc1ccc(CC2(CCc3ccncc3)C(=O)NC(=O)NC2=O)cc1OC	1747	1378
COc1ccccc1Cn1c(SCC#N)nc2cc(C(=O)N3CCC4(CC3)OCCO4)ccc2c1=O	1460	1581
CCC(C)N1C(=O)/C(=C\c2cc3c4c(c2)CCCN4CCC3)C(=O)NC1=S (stereo not drawn)	1954	1625
Cc1cc(C(=O)C[N+]23CCN(CC2)CC3)c(C)n1-c1ccc(Br)cc1	1946	1833

(cont.)
SMILES	SRC1 TRFRET art	SRC3 TRFRET art
CC(C)(C)c1ccc(OC(=O)N2CCCCC2)cc1	1696	1597
O=C(N/N=C/c1c(O)n(Cc2ccccc2)c(=O)[nH]c1=O)c1ccccc1O	2049	1604
Fc1c(F)c(F)c(N2CCNCC2)c(F)c1F	1880	1651
CCCC1(CCC)C(=O)NC(=Nc2ccc(C)cc2)NC1=O	1766	1486
CCN(CC)c1ccc(CC2C(=O)N(C)C(=O)N(C)C2=O)cc1	1681	1510
CCn1c(P(C)(=O)O)nc2ccccc21	1820	1605
CCOc1ccccc1NC(=O)N1CCC2(CC1)OCCO2	1657	1389
COc1cccc(/C=C2\N=C(c3cncc(Br)c3)OC2=O)c1	1709	1582
